Bioassay records: PubChem, National Center for Advancing Translational Sciences (NCATS)
TDP1 inh: TDP1 (human) enzyme inhibition; recombinant TDP1, AlphaScreen DNA substrate cleavage; AID 485290; 0.28% of 350,000 active; Q9NUW8; Potency, µM (series often up to 130 µM), for inactives: at the top dose activity change, negative = inhibition, actives largely listed as inhibitors; further: nearly all actives have a fitted effect of over 40% in size
Target sequence (Q9NUW8 whole entry, looked up): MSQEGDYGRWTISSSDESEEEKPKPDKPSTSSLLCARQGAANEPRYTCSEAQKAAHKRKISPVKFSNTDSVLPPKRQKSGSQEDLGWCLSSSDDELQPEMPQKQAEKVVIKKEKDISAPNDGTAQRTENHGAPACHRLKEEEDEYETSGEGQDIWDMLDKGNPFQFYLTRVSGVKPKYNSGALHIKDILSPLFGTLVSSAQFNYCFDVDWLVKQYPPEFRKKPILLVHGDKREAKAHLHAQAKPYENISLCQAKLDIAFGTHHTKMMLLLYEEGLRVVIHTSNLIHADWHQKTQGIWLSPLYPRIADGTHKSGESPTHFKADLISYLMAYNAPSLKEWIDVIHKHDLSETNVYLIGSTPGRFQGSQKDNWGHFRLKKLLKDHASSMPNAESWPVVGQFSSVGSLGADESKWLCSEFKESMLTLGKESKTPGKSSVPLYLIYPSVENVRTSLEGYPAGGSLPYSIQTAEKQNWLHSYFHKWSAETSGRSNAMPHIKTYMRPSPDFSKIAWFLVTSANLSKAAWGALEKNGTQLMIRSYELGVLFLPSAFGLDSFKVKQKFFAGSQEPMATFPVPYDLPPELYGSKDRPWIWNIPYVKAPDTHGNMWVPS
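Enzyme-compound mixtures sat 15 min at room temperature, followed by a 5 min reaction with 15 nM final substrate and 10 min with AlphaScreen beads. Recombinant human Tdp1 was used at 1 nM final.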
N370S GC mod: N370S glucocerebrosidase modulation, Gaucher chaperone candidate | P04062 | N370S GC spleen homogenate, 4MU-glucoside fluorescence | Potency, µM (highest dose often 59.4 µM), without a hit: top-dose activity change, negative = inhibition, hits mostly inhibitors | 0.092% of 330,000 active | AID 2101;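 further: 0% = full enzyme activity and -100% = no enzyme basal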
FEN1 inh: human FEN1 inhibition; P39748; Recombinant FEN1 flap cleavage, fluorescence, 15 min; 0.35% of 390,000 active; Potency, µM (doses to about 114 µM), inactives show top-dose activity change, negative = inhibition, most hits filed as inhibitors; further: nearly all actives have a fitted effect of over 65% in size
Target sequence (P39748 whole entry, looked up): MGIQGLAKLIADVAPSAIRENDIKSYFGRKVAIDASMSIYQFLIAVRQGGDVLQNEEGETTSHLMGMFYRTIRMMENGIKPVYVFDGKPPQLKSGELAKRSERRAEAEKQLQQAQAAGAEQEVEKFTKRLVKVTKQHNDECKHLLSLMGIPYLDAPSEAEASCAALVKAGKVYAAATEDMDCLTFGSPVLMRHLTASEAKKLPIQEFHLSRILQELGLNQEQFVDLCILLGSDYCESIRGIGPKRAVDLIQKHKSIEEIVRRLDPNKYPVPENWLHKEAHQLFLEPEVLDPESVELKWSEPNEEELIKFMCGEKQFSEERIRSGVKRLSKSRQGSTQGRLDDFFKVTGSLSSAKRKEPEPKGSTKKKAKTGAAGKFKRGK
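FEN1 at 10 nM, compound pretreatment for 15 min (room temperature), 50 nM final substrate to initiate; endpoint reads at 0 and 15 min; DMSO-only plates used as vehicle background.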
* hit, by the source's call; ? = inconclusive; · = not tested or not shown; & = joins results of further samples; [ ] = remark or other dose. The call rests on the fitted dose curve; in most records, active means well fitted curve in the direction sought with a large enough effect; inconclusive means small, poorly fitted or top-dose-only effect, or another doubt; inactive means no such curve, though single readings can be large; an effect the other way counts as inactive or inconclusive. Unless noted, on the % scale 0 is the no-effect control and ±100 the full control effect; potency means the concentration at half of the fitted maximal effect.

SMILES	TDP1 inh	N370S GC mod	FEN1 inh
COc1ccc(NC(=O)C2CCCN2c2ccc(OC)c(OC)c2)cc1OC (stereo not drawn)	4%	-7%	-5%
CCOc1ccc(-n2c(O)c(/C=N/Nc3nnc(C)c(=O)[nH]3)c3ccccc3c2=O)cc1	0%	-9%	-11%
O=C(NCN1C(=O)C2C3C=CC(C3)C2C1=O)OC1CCCCC1 (stereo not drawn)	0%	4%	-2%
CCc1ccc(NC(=O)CSc2nc(C)cc(COC)c2C#N)cc1	5%	·	18%
Cc1cc(OCC(=O)NC2CCN(Cc3ccccc3)CC2)c2c(C)c(C)c(=O)oc2c1	2%	0%	19%
CCOc1ccccc1C(=O)OCC(=O)Nc1ccc(N2CCCCC2)cc1	7%	-28%	-4%
COc1cccc(/C=C2\SC(=S)N(CCC(=O)NC3C=CS(=O)(=O)C3)C2=O)c1 (stereo not drawn)	·	-4%	0%
CCOc1cc(C(=O)Nc2ccccc2N2CCN(S(C)(=O)=O)CC2)cc(OCC)c1OCC	0%	-11%	-13%
Cn1nnnc1SCC(=O)c1ccco1	-11%	-2%	-5%
CC(C)[C@H](NC(=O)c1c(F)cccc1F)C(=O)OCC(=O)NC(=O)NC1CCCC1	4%[56.1 µM]	-18%	7%
Cc1cc2cc(CCNS(=O)(=O)c3ccc(Br)cc3)c(=O)[nH]c2cc1C	-2%	·	-24%
O=c1[nH]c(CSc2cccc[n+]2[O-])nc2ccccc12	4%	-1%	0%
CC1(OC(=O)C2CCCC2)C(=O)C=C2C=C(c3ccsc3)N(Cc3ccc4c(c3)OCO4)C=C2C1=O (stereo not drawn)	18%[12.3 µM]	0%[12.8 µM]	-13%
N#Cc1ccc(NC(=O)C2Cc3ccccc3CN2S(=O)(=O)c2ccc(F)cc2)cc1 (stereo not drawn)	4%	·	-7%
O=C(Cc1cccc2ccccc12)Nc1cc(Cl)ccc1C(=O)O	4%	6%	-4%
CCc1ccc(N(CC(=O)NC2CCCC2)C(=O)CCC(=O)Nc2cc(C)on2)cc1	10%	-2%	-3%
Cc1ccc(CNC(=O)CSc2nc3ccccc3[nH]2)cc1	6%	1%	-3%
CC(C)CNS(=O)(=O)c1ccc(CCC(=O)NCCC2=CCCCC2)cc1	2%	3%	1%
COc1cc(NC(=O)Cc2ccc(F)cc2)cc(OC)c1OC	6%	-2%	2%
Cc1[nH]c2ccccc2c1SCCNC(=O)c1ccc(S(=O)(=O)N2CCCC2)cc1	4%	2%	10%
CC(C)Nc1oc(Cc2cccc3ccccc23)nc1C#N	9%	-9%	-20%
CNC(=O)/C(C#N)=C/c1c(N(Cc2ccccc2)Cc2ccccc2)nc2ccccn2c1=O	3%	23%	-2%
O=C(Oc1cc2oc(=O)cc(-c3ccccc3)c2cc1Cl)C1CCCCC1	2%	-11%	-13%
O=C(CSCc1ccc(Br)cc1)Nc1ccc(S(=O)(=O)N2CCCCCC2)cc1	6%	-15%	-9%
CCn1cc(C(=O)OCC(=O)Nc2cccc(C(C)=O)c2)c(=O)c2ccc(C)nc21	-3%	·	-4%
COCCNC(=S)NCc1ccc2[nH]c3c(c2c1)CCCC3	7%	-8%	0%
Cc1[nH]c2ccccc2c1C(=O)C(=O)NCC1CCCO1 (stereo not drawn)	6%	1%	3%
O=C(NCCc1cccc(C(F)(F)F)c1)C1CCC(=O)N(Cc2ccc(Cl)cc2)C1 (stereo not drawn)	5%	-5%	-1%
COc1ccc(Cn2c(SCc3ccc(C(=O)NCc4ccc(C)cc4)cc3)nc3cccnc32)cc1	0%	·	?
CCC1(C)Cc2ccccc2-c2nc(NCCCO)n(-c3ccccc3)c(=O)c21 (stereo not drawn)	0%	20%	-2%
CCOC(=O)c1sc(S(C)(=O)=O)c2c1CCc1conc1-2	3%	22%	-19%
CCOc1ccccc1NC(=O)Cn1c(=O)n(C(C)C)c(=O)c2oc3ccccc3c21	5%	·	17%
CCOC(=O)C(C)Sc1nc(=O)n2ccccc2n1 (stereo not drawn)	0%	0%	7%
CC(=O)c1ccc(S(=O)(=O)Nc2ccc(C(=O)NCC(c3cccs3)N3CCOCC3)cc2)cc1 (stereo not drawn)	·	?	-2%
CC(C(=O)N1CCN(Cc2ccccc2)CC1)n1ncn2cccc2c1=O (stereo not drawn)	·	-3%	9%
COc1cccc2c(=O)c(C/C=C(/C)Cl)c(C)[nH]c12	2%	-3%	-17%
O=C(NNC(=O)c1ccc(Cl)c(Cl)c1)c1cccnc1	4%	-21%	-1%
Cc1ccc(C(=O)c2oc3ccccc3c2NC(=O)c2cc(=O)c3cc(C)ccc3o2)cc1	7%	·	19%
O=C(NCc1ccco1)C(=O)NCC1OCCN1S(=O)(=O)c1cc(F)ccc1F (stereo not drawn)	-9%	11%	-2%
COCCN=C1OC(=O)N2C(=O)C3=C4[C@@H](C[C@H]5C(=O)N(c6ccccc6)C(=O)[C@H]5[C@H]4[C@@]12Cc1ccccc1)[C@H]1C(=O)N(c2ccccc2)C(=O)[C@H]1[C@H]3C	-1%	17%	12%
COc1ccc(CCNCC(=O)Nc2ccc(OC(F)F)cc2)cc1	-12%	-12%	9%
CC(=O)CC(C)(C)S(=O)(=O)c1ccc(Oc2ccc(S(=O)(=O)C(C)(C)CC(C)=O)cc2)cc1	0%	16%	4%
Cc1cccc(C)c1NC(=O)N1CCC(C(=O)c2ccc(F)cc2)CC1	3%[0.0935 µM]	-2%	5%
O=S(=O)(c1ccc(-c2cc(C(F)(F)F)on2)s1)N1CCN(c2ccccc2)CC1	5%	·	4%
CC(C)C(=O)Nc1ccc2c(c1)C(=O)N(CCC(=O)O)C2=O	4%	0%[2.35 µM]	2%
COc1cccc(C(=O)N2CCN(C(=O)c3ccc(-c4ccccc4)cc3)CC2)c1OC	3%	-15%	-9%
Cc1cc(Nc2ccccc2)n(CCOC(=O)COc2ccccc2)n1	2%	5%	-24%
CCCCn1c(N)c(N(CCOC)C(=O)c2cc(-c3ccccc3Cl)nc3ccccc23)c(=O)[nH]c1=O	10%[0.505 µM]	-1%	-3%
O=C(CSc1ccccc1)N1CCCC(N2CCN(c3ccc(F)cc3)CC2)C1 (stereo not drawn)	3%	-13%	-17%
CCOc1ccc(NC(=O)CN(c2cccc(C(F)(F)F)c2)S(C)(=O)=O)cc1	4%	-3%	-16%
O=C(NCc1ccccn1)C(=O)NCC1OCCN1S(=O)(=O)c1ccc(Br)cc1 (stereo not drawn)	3%	-9%	-1%
COC(=O)C1=CN(c2ccc(F)c(F)c2)C=C(C(=O)OC)C1c1ccc([N+](=O)[O-])cc1	·	-2%	-3%
O=C(Nc1ccc2c(c1)OCO2)c1ccc[n+]([O-])c1	3%	5%	-5%
CSc1ncccc1C(=O)OCC(=O)N1CC(=O)Nc2ccccc21	-1%	·	-6%
NC1=C([N+](=O)[O-])C(c2ccc3c(c2)OCO3)C2=C(CCCC2=O)O1 (stereo not drawn)	·	-4%	26%
CCOC(=O)c1c(C)nc(C(Cl)(Cl)Cl)nc1N	-1%	-4%	-18%
CCOc1ccc(NC(=O)COC(=O)c2ccc3c(c2)OCO3)cc1	0%	·	2%
Cc1ccc(SCC(=O)NC(=O)Nc2ccc3c(c2)OCCO3)cc1C	0%	-3%	-1%
CS(=O)Cc1cc(Oc2ccccc2)nc(-c2ccncc2)n1 (stereo not drawn)	6%	-17%	-7%
O=C(CC(Cc1ccccc1)c1ccco1)NC1CCCCC1 (stereo not drawn)	5%	2%	11%

(more compounds)
SMILES	TDP1 inh	N370S GC mod	FEN1 inh
c1ccc(-c2nnc(CSc3nncs3)o2)cc1	3%	0%	0%
CCOC(=O)C1CCN(C(=O)CCS(=O)(=O)c2ccc3c(c2)CCN3C(=O)CC)CC1	2%	-16%	2%
Cn1nc(C(=O)Nc2ccccc2N2CCCC2)c2ccccc2c1=O	11%	6%	-4%
O=c1[nH][nH]c(=O)c2cc(N3CCCC3)ccc12	-3%	23%	3%
C[C@H]1CC[C@]2(O[C@H](CCO)C[C@@H](O)[C@@H]2O)O1	4%	-21%	19%
COc1ccc(CNC(=O)COC(=O)/C=C/c2cccs2)cc1	-3%	-5%	0%
Cc1n[nH]c(C)c1S(=O)(=O)N1CCC(C(=O)Nc2cccc(F)c2)CC1	1%	-21%	18%
Cc1c(NC(=S)NC(C)(C)C)c(=O)n(-c2ccccc2)n1C	2%	3%	7%
COc1ccc(N2CCN(C(=O)CCc3ccccc3)CC2)cc1	·	-10%	15%
Cn1c(SCC(=O)N2CCCCC2)nc2c([nH]c3ccccc32)c1=O	0%	-5%	-1%
Cc1ccc(CNC(=O)CCCCn2c(=O)c3ccccc3n(Cc3c(C)cc(C)cc3C)c2=O)cc1	-2%[12.3 µM]	·	-17%
CSc1ccc(/C=C2\C(=N)N3N=C(CC(=O)N4CCCCC4)SC3=NC2=O)cc1	3%	-5%	-19%
COc1ccc(CC(=O)Nc2sc3c(c2C(=O)Nc2cccc(C)c2)CCCCC3)cc1	-15%[12.3 µM]	·	-13%
Cc1[nH]n(-c2ccccc2)c(=O)c1N=Nc1cccc(C(=O)O)c1	·	2%	-11%
Fc1ccccc1N=C1Nc2cccc3cccc1c23	4%	-6%	-16%
CCC(=O)N1CCc2cc(Br)cc(S(=O)(=O)N3CCC(C(=O)Nc4ccccc4CC)CC3)c21	-5%	·	6%
CN(CCOc1ccccc1)CC(=O)Nc1cccc(Br)c1	-1%	-3%	?
Cc1cc2oc(C(=O)Nc3nonc3C)c(C)c2cc1C	4%	-6%	1%
COc1ccccc1NC(=S)N1CCN(C(c2ccccc2)c2ccccc2)CC1	6%	-29%	5%
COc1ccc(CN2CCNC(=O)C2CC(=O)N(C)CCCN2CCOCC2)cc1C (stereo not drawn)	3%	-9%	-3%
CCOC(=O)C(C)Oc1cccc2c(=O)n(CC(=O)N3CCCc4ccccc43)ccc12 (stereo not drawn)	1%	-2%	18%
Cc1ccc(-n2ncc3c(NCc4cccnc4)ncnc32)c(C)c1	-3%	9%	-6%
CO/N=C(\C(=O)N[C@@H]1C(=O)N2C(C(=O)O)=C(COC(C)=O)CS[C@@H]12)c1csc(N)n1	?	-6%[21.6 µM]	·
COc1ccccc1N(C)S(=O)(=O)c1ccc(C(=O)OCC(=O)Nc2ccccc2F)cc1	6%	-2%	9%
CNc1nc(Oc2ccc(=O)n(C)n2)nc(N2CCOCC2)n1	0%&0%	4%	-1%&-10%
CCn1c(=Nc2ccc(N3CCOCC3)cc2)ccc2ccccc21	9%	-14%	7%
O=C(CN1C(=O)NC2(CCCc3ccccc32)C1=O)NCc1ccc(Cl)cc1Cl (stereo not drawn)	1%	2%	-10%
COc1ccc(CN2CCN(Cc3c[nH]c4ccccc34)CC2CCO)c(F)c1 (stereo not drawn)	5%	2%	5%
CCc1ccc(Sc2cc(C(=O)NCCN3CCOCC3)c3ccccc3n2)cc1	-4%	-14%	14%
CCn1cc(S(=O)(=O)c2ccc(OC)cc2)c(=O)c2cc(F)c(N3CCCCCC3)cc21	4%	·	-3%
CCOC(=O)c1c(C)[nH]c(C2=NNC(=NC(C)COC)SC2)c1C (stereo not drawn)	8%	0%	-2%
O=C(NC(Nc1nc2ccccc2s1)(C(F)(F)F)C(F)(F)F)c1ccccc1	0%	·	-3%
COc1ccccc1/C=C/C(=O)N1CCC(c2ccccc2)C1 (stereo not drawn)	0%	4%	-12%
COc1cc(CNCCCSc2nnnn2C)cc(Br)c1OC	·	8%	-3%
O=C(NNC(=S)Nc1ccc(Br)cc1)c1ccccc1Br	8%	-2%	-4%
O=C(NCc1ccc(F)cc1)c1noc2c1CCCC2	7%	5%	0%

In the list so far, 2 have a nitro group on carbon:
SMILES	TDP1 inh	N370S GC mod	FEN1 inh
COC(=O)C1=CN(c2ccc(F)c(F)c2)C=C(C(=O)OC)C1c1ccc([N+](=O)[O-])cc1	·	-2%	-3%
NC1=C([N+](=O)[O-])C(c2ccc3c(c2)OCO3)C2=C(CCCC2=O)O1 (stereo not drawn)	·	-4%	26%

Six compounds from above, ordered by the number in N370S GC mod, highest first:
| smiles | TDP1 inh | N370S GC mod | FEN1 inh |
| --- | --- | --- | --- |
| Cc1ccc(-n2ncc3c(NCc4cccnc4)ncnc32)c(C)c1 | -3% | 9% | -6% |
| COc1cc(CNCCCSc2nnnn2C)cc(Br)c1OC | · | 8% | -3% |
| O=C(NCc1ccc(F)cc1)c1noc2c1CCCC2 | 7% | 5% | 0% |
| CNc1nc(Oc2ccc(=O)n(C)n2)nc(N2CCOCC2)n1 | 0%&0% | 4% | -1%&-10% |
| COc1ccccc1N(C)S(=O)(=O)c1ccc(C(=O)OCC(=O)Nc2ccccc2F)cc1 | 6% | -2% | 9% |
| CCn1c(=Nc2ccc(N3CCOCC3)cc2)ccc2ccccc21 | 9% | -14% | 7% |

Single records, as listed above. Order of values: TDP1 inh	N370S GC mod	FEN1 inh
CCOC(=O)c1c(C)[nH]c(C2=NNC(=NC(C)COC)SC2)c1C (stereo not drawn) as listed: 8%	0%	-2%
CNc1nc(Oc2ccc(=O)n(C)n2)nc(N2CCOCC2)n1 as listed: 0%&0%	4%	-1%&-10%

Outcome played no part in choosing rows. Share with any hit: about 0.57%.
